Source: PubChem
Lipid storage S3 – qHTS Assay for Lipid Storage Modulators in Drosophila S3 Cells | Drosophila S3 cells, BODIPY lipid droplet fluorescence, 18-24 h; cells fed with added oleic acid | lipid storage change, negative = inhibition, % at the top dose, mostly 46.1 µM; hits show Potency in µM | 320,000 tested, 0.64% active; active means well fitted inhibition curve with a large enough effect in the signal ratio, with a control signal flat, not every such curve was filed as active; inconclusive means small, poorly fitted or top-dose-only effect, or effect the other way, or a change in a side signal; the % refers to the signal ratio
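Laser-scanning cytometry quantifies lipid droplet accumulation (500–530 nm total intensity; droplet/cell object ratio) in oleic acid-fed (400 uM added) Drosophila S3 cells treated with a concentration series. 20 uM Triacsin C defined 100% inhibition.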
Lipid storage S3 cell count max – further read-out of Lipid storage S3, marked with its call; cell number change, %; measured here: cell count max response;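 cells counted by Cell Tracker Red CMTPX staining in the red channel; peak over a dose series mostly up to 46.1 µM; percent activity relative to internal control wells on each plate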
* hit, by the source's call; i = inactive; ? = inconclusive; . = no result given; [ ] = another dose, or the depositor's remark. On the % scale 0 is the no-effect control and ±100 the full control effect; potency means the concentration at half of the fitted maximal effect.

Lipid storage S3 cell count max,Lipid storage S3,mol
.,?,Cc1ccc(O)c(/C=N/NC(=O)CN2CCCC2)c1
-11,i,CCCCC1OC23CCCCC2C(C#N)(C#N)C1(C#N)C(=N)O3 (stereo unspecified)
.,?,Cc1c(C(=O)NCc2ccccn2)oc2ccccc12
.,i,COc1cc(S(=O)(=O)NCCCN2CCOCC2)ccc1Cl
.,?,CCCOC(=O)c1ccc(Nc2cc(C)nc3ncnn23)cc1
.,?,COC(=O)c1ccc(CSc2nc3cc(Cl)ccc3s2)o1
.,?,S=c1[nH]nc(-c2cccc3ccccc23)n1-c1cccnc1
.,-12%,C=CCOc1ccccc1CNCCCN1CCOCC1
12,-7%,Cc1ccc(-c2nc(CS(=O)CC(=O)NCc3ccccn3)c(C)o2)cc1 (stereo unspecified)
0,4%,Cc1ccc(NC(=O)NNC(=O)c2cc3ccccc3cc2O)cc1
.,?,CN(C(=O)CSc1nc2c(c(=O)[nH]1)CCC2)c1ccccc1
.,?,CC(=O)c1cc(NC(=O)c2ccc([N+](=O)[O-])cc2)c(=O)oc1C

Lipid storage S3 cell count max,Lipid storage S3,mol
.,?,CN(CC(=O)NC(=O)NC1CCCCC1)Cc1ccccc1
-10,1%,Cc1cc(Nc2ccccc2F)n2nc(C)nc2n1
1,-16%,Fc1ccc(C2c3[nH]c4ccccc4c3CCN2Cc2cccn2-c2ncccn2)cc1 (stereo unspecified)
.,20%,Cc1ccc(C(=O)C[n+]2cccc3ccccc32)cc1
.,?,CCCNC(=O)Cn1nc(C)n2c(cc3cc(F)ccc32)c1=O
1,11%,Cc1cc(N2C(=O)CC(C(C)c3ccccc3)C2=O)no1 (stereo unspecified)
.,?,CS(=O)(=O)N1CCc2ccc(NC(=O)C3CCCO3)cc2C1 (stereo unspecified)
.,?,C#CCOCCOCCOCCNc1nc(N2CCN(C(=O)CCCCCCCCCCNC(=O)[C@H](CO)n3cc(CCCCCN)nn3)CC2)nc(N2CCN(C(=O)CCCCCCCCCCNC(=O)[C@H](CCCN=C(N)N)n3cc(C[C@@H](C)CC)nn3)CC2)n1
-3,-15%,CCOC(=O)C1=C(C)NC(C)=C(C(=O)OCC)C1/C=C/c1ccccc1OC
.,?,COc1ccc(CCNC(=O)c2cc3c(=O)n(C)c4ccccc4c3n2C)c(OC)c1
.,i,O=C(Nc1ccc(F)cc1)N1CCn2c(nc3ccccc32)C1
20,1%,CCOC(=O)c1ccc(NC(=O)CCS(=O)(=O)Cc2ccccc2)cc1

Lipid storage S3 cell count max,Lipid storage S3,mol
.,?,Cc1cc(OCc2nn[nH]n2)c2c(C)c(Cc3ccccc3)c(=O)oc2c1
-6,1%,O=c1[nH]nc(SCc2ccccc2)n1C1CC2C=CC1C2 (stereo unspecified)
.,?,Cc1nc2ccccc2cc1C(=O)NCc1ccco1
.,?,CS(=O)(=O)N1CCN(Cc2cc(=O)n3ccsc3n2)CC1
.,?,Cc1nc2cc(NC(=O)c3ccc(Br)s3)ccc2s1
.,?,COc1ccc(CNC(=O)CSc2nc(C)cs2)cc1
.,-2%,COc1ccc(C(=O)COC(=O)CN2C(=O)c3ccccc3C2=O)c(OC)c1
.,?,CCN(CC)Cc1cc(CC(C(N)=O)C(N)=O)ccc1OC
2,12%,CC(C)OCCCNC(=O)c1cc(-c2cccs2)nc2ccccc12
-35,-15%,CN(CCOc1cccc(C(F)(F)F)c1)Cc1ccccc1
.,?,CCN(CC)CCN(Cc1cc2cc3c(cc2[nH]c1=O)OCCO3)C(=S)NCC(C)C
.,i,Cc1ccccc1NC(=O)CSc1nc(N)c(C#N)c(-c2cccs2)c1C#N

Lipid storage S3 cell count max,Lipid storage S3,mol
9,7%,NC(=O)c1sc2nc3c(c(-c4cccnc4)c2c1N)CCC3
.,?,CC(C)C(OC(=O)c1nsc(Cl)c1Cl)C(=O)NCC1CCCO1 (stereo unspecified)
.,?,Cc1nn2c(N)c(C#N)cnc2c1-c1ccccc1
.,i,O=[N+]([O-])c1ccc(N2CCN(S(=O)(=O)Cc3ccccc3)CC2)cc1N1CCOCC1
-3,-1%,O=C(CSc1nnnn1Cc1ccccc1)c1ccccc1F
-14,-9%,CCCCN(C(=O)CCC(=O)OCC(=O)NCc1ccccc1)c1c(N)n(CCC)c(=O)[nH]c1=O
.,?,Cc1ccc(C)c(C(=O)CN2C(=O)C(=O)N(C3CCCC3)C2=O)c1
-7,i,CCOC(=O)c1c(NC(=O)Cc2ccccc2)sc2c1CCN(C)C2
.,?,COC(=O)c1cccc(NC(=O)CN(c2ccc3c(c2)OCO3)S(C)(=O)=O)c1C
.,?,CSc1nsc(/C=C/Nc2ccc(F)cc2)c1C#N
-2,-12%,COC(=O)c1ccc(CN2CCCC(CNC(=O)Cc3ccc(OC)cc3)C2)cc1 (stereo unspecified)
.,?,Cc1cc(C)c(NC(=S)NC(=O)c2c(Cl)c(C)nn2C)c([N+](=O)[O-])c1

Compounds shown so far with a cyano group (four):
Lipid storage S3 cell count max,Lipid storage S3,mol
-11,i,CCCCC1OC23CCCCC2C(C#N)(C#N)C1(C#N)C(=N)O3 (stereo unspecified)
.,i,Cc1ccccc1NC(=O)CSc1nc(N)c(C#N)c(-c2cccs2)c1C#N
.,?,Cc1nn2c(N)c(C#N)cnc2c1-c1ccccc1
.,?,CSc1nsc(/C=C/Nc2ccc(F)cc2)c1C#N

Random excerpt: 4 records from the list, in no set order.
Lipid storage S3 cell count max,Lipid storage S3,mol
.,?,Cc1cc(C)c(NC(=S)NC(=O)c2c(Cl)c(C)nn2C)c([N+](=O)[O-])c1
9,7%,NC(=O)c1sc2nc3c(c(-c4cccnc4)c2c1N)CCC3
.,?,CC(C)C(OC(=O)c1nsc(Cl)c1Cl)C(=O)NCC1CCCO1 (stereo unspecified)
.,?,COC(=O)c1cccc(NC(=O)CN(c2ccc3c(c2)OCO3)S(C)(=O)=O)c1C

Next section
Lipid storage S3 cell count max,Lipid storage S3,mol
-1,5%,Cc1ccc(NC(=O)Cc2ncon2)cc1Cl
.,?,Cc1ccccc1NC(=O)C1CCC(=O)N1 (stereo unspecified)
14,-6%,O=C(Nc1ncc(S(=O)(=O)c2ccc([N+](=O)[O-])cc2)s1)c1cccnc1
1,11%,Cc1ccsc1/C=N/NC(=O)c1nnn(-c2nonc2N)c1-c1ccccc1
-25,i[0.0737 µM],COc1cc(OC)cc(OC(=O)c2ccc3c(=O)n4c(nc3c2)CCC4)c1
.,?,O=C(N/C(=C\c1ccc(Br)cc1)C(=O)N1CCOCC1)c1ccc([N+](=O)[O-])cc1
.,?,Cc1cccc(COc2ccccc2C(=O)OCC(=O)N(C)c2c(N)n(Cc3ccccc3)c(=O)[nH]c2=O)c1
.,?,Cn1c(=O)c2c(nc(NCc3ccc4c(c3)OCO4)n2Cc2ccccc2)n(C)c1=O
.,?,CCOC(=O)C1CCCN(CC(=O)Nc2c(F)c(F)c(F)c(F)c2F)C1 (stereo unspecified)
13,3%,CCOC(=O)N1CCN(C(=O)/C(=C/c2ccc(OC)cc2)NC(=O)c2ccccc2)CC1
-11,-16%,N#C/C(=C\c1ccc(Oc2ccc(C(F)(F)F)cc2[N+](=O)[O-])cc1)c1nc2ccccc2[nH]1
.,?,CCOc1ccc(C(=O)NCC(=O)NCC(c2cccs2)N2CCOCC2)cc1 (stereo unspecified)

Lipid storage S3 cell count max,Lipid storage S3,mol
.,?,CCOC(=O)CNC(=O)c1sc(NC(=O)c2cccc(F)c2)nc1C
2,-5%,O=C1OC(Nc2ccc(Br)cc2F)c2ccccc21 (stereo unspecified)
.,?,CCCn1c(/N=C/c2ccc3c(c2)OCO3)nc2ccccc21
10,5%,O=C(Cc1ccccc1Cl)NC1(O)C(=O)c2ccccc2C1=O
-8,-5%,C/C(=N\NC(=O)c1ccccc1[N+](=O)[O-])c1ccc(Br)s1
7,10%,O=C1CN(c2nc3nonc3nc2N2CCCCC2)CCN1
-8,7%,S=c1[nH]nc(COc2ccc3ccccc3c2)o1
-1,13%,NS(=O)(=O)c1ccc(Cl)c(C(=O)Nc2ccccc2[N+](=O)[O-])c1
-6,7%,C/C(=N/O)c1ccc(Oc2cnccn2)cc1
.,?,CCSc1nnc(-c2ccncc2)n1Cc1ccccc1
.,?,Cc1ccc(CNC(=O)c2sc3nc4c(c(C(F)(F)F)c3c2N)CCC4)cc1
.,?,CC(C)Cn1c(N)c(C(=O)CSc2ncccn2)c(=O)n(C)c1=O

Lipid storage S3 cell count max,Lipid storage S3,mol
5,14%,COc1cccc(C(=O)Nc2sc(C(C)C)cc2C(N)=O)c1OC
.,?,COc1ccccc1C(=O)Nc1ccc2c(c1)n(C)c(=O)n2C
-4,-2%,Cc1ccc(C(=O)NNC(=O)c2csc(N3CCOCC3)n2)o1
.,?,CC1(C(=O)NNC(=O)c2ccc(=O)oc2)CC1Br (stereo unspecified)
6,22%,N#C/C(=C\c1cn[nH]c1-c1ccc(Cl)cc1)C(=O)NCc1ccccc1
2,-16%,CC(O)c1nc2ccccc2n1CCOc1ccccc1 (stereo unspecified)
.,?,COc1cccc(CNC(=O)C2CCN(S(=O)(=O)c3ccc4c(c3)NC(=O)CO4)CC2)c1
.,?,COc1cccc(N2CCN(S(=O)(=O)c3c(C)[nH]c(C)c3C(=O)N3CCCC3)CC2)c1
.,?,Cc1ccc(C(=O)CCNc2ccc(Br)cc2)o1
.,?,CCn1c(=O)c(=O)n(CC)c2cc(S(=O)(=O)Nc3cccc(OC)c3)ccc21
-11,-82%,COc1ccc(-c2nc(C(=O)NCC3CCCO3)cc3c2[nH]c2ccccc23)cc1 (stereo unspecified)
.,?,CCC(=O)c1ccc(OCC(=O)NCCc2ccccn2)cc1

Rewritten bar-delimited: part of the list above
Structure | Lipid storage S3 cell count max | Lipid storage S3
COc1ccc(-c2nc(C(=O)NCC3CCCO3)cc3c2[nH]c2ccccc23)cc1 (stereo unspecified) | -11 | -82%
COc1cccc(N2CCN(S(=O)(=O)c3c(C)[nH]c(C)c3C(=O)N3CCCC3)CC2)c1 | . | ?
COc1ccccc1C(=O)Nc1ccc2c(c1)n(C)c(=O)n2C | . | ?
CCC(=O)c1ccc(OCC(=O)NCCc2ccccn2)cc1 | . | ?

Following part
Lipid storage S3 cell count max,Lipid storage S3,mol
.,?,CCC(NC(=O)c1cc(COc2ccc(F)cc2Cl)on1)c1ccncc1 (stereo unspecified)
.,?,CC(=O)c1cnn(-c2cc(Oc3ccc(F)cc3)ncn2)c1C
13,9%,CC1(C)CSC(=NCc2ccccc2)N1C(=O)c1cccc([N+](=O)[O-])c1
.,?,CCN(CC)CCN(C(=O)CCOc1ccccc1)c1nc2ccc(F)cc2s1
.,?,Cc1nnc(Nc2ccccc2)n(N)c1=O
.,?,CC(=O)c1sc(NC(=O)c2cccc(C)c2)nc1C
.,?,CSc1cccc(NC(=O)c2ccccc2N(C)S(C)(=O)=O)c1
.,?,CCc1ccc2c(c1)[C@]1(C(=O)N2)[C@@H]2C(=O)N(Cc3ccccc3)C(=O)[C@@H]2[C@@H]2CCCN21
13,15%,COc1cccc(C(=O)N2CCN(Cc3ccccc3[N+](=O)[O-])CC2)c1
.,?,C[C@@H](O)C(C(=O)N1CCNCC1)n1cc([C@@H](N)CCCCN)nn1 (stereo partly specified)
10,-14%,CC(C)(C)c1ccc(S(=O)(=O)NCc2ccc(C(=O)NCC3CCCO3)cc2)cc1 (stereo unspecified)
-10,-5%,C[n+]1cccc(C(=O)NCC2CCCO2)c1 (stereo unspecified)

Lipid storage S3 cell count max,Lipid storage S3,mol
-2,5%,O=C(N/N=C/c1ccc(O)cc1)c1cc[n+](Cc2ccccc2)cc1
10,0%,O=C(CNCC1CCCO1)Nc1ccccc1-n1cccc1 (stereo unspecified)
.,?,CCCC1(C(=O)O)NC(c2cccc(OC)c2O)C2C(=O)N(c3ccccc3)C(=O)C21 (stereo unspecified)
.,i,CC(C)(C)c1cc(-c2ccco2)c(C#N)c(SCC#N)n1
.,?,O=C1NCCN(Cc2cccc(Oc3ccccc3)c2)C1CC(=O)N1CCCO1 (stereo unspecified)
-10,i,C/C(=N/NC(=O)c1ccc(NC(=O)c2ccc(F)cc2)cc1)c1ccccc1
.,?,CC(=O)c1sc(N/N=C\c2ccc(N(C)C)cc2)nc1C
12,1%,COc1cc(CCC(=O)OCC(=O)Nc2cccc(S(N)(=O)=O)c2)cc(OC)c1OC
8,17%,O=C1N/C(=N\S(=O)(=O)Cc2ccccc2)S/C1=C/c1cccc([N+](=O)[O-])c1
.,?,Cc1ccc(S(=O)(=O)Nc2c(C)nn(C)c2C)cc1C
.,21%,CC1Oc2ccccc2C=C1/C=N\NC(=O)c1cccnc1 (stereo unspecified)
-4,-3%,COc1nc2ccccc2nc1CCC(=O)O

Lipid storage S3 cell count max,Lipid storage S3,mol
-19,i,CN(C)c1ccc(/C=N/n2c(C3CCCCC3)n[nH]c2=S)cc1
22*,21µM*,NC(=NCc1ccco1)NC(=O)c1ccccc1
4,15%,O=C(O/N=C1\CCS(=O)(=O)c2sccc21)c1ccccc1
.,10%,COc1ccccc1OCCn1cc(C(=O)c2ccco2)c2ccccc21
.,8%,CCN(CC)S(=O)(=O)c1ccc(N2CCOCC2)c(NC(=O)c2cc(-c3ccccn3)nc3ccccc23)c1
20,0%,Cc1ccc(Nc2c(-c3ccc(N(C)C)cc3)nc3ncccn23)cc1
.,?,CCOC(=O)c1cccc(Nc2ncnc3ccc(C)cc23)c1

An excerpt (hit frequency here may not be typical).
